Glyco luc inh = N-linked glycosylation inhibition; D54 ERlucT glycosylation luciferase reporter, 24 h; percent of 100 nM tunicamycin response; reporter increase, % at 12.5 µM; actives 0.23% (n = 360,000);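 active means mean luciferase reporter signal, scaled so untreated is 0 and the glycosylation-blocking control 100, at or above a set limit in every replicate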;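 further: luciferase carries N-glycosylation sites so blocking glycosylation raises the light; 0% = median of neutral control wells and 100% = median of 100 nM tunicamycin wells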
iPSC survival up = hiPSC single-cell survival enhancement; ATPlite luminescence; 100% = ROCK inhibitor wells, 0% = DMSO; survival enhancement, % at 20 µM; actives 0.044% (n = 360,000); AID 602274; in the data active means survival enhancement above about 18%;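 further: cells exposed to compounds for 16 hours before the ATP read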
Exocytosis inh = blocks lytic granule exocytosis | TALL-104 LAMP-1 surface exposure, flow cytometry; cells stimulated with thapsigargin and PMA | inhibition, % at 10 µM | actives 0.66% (n = 360,000) | AID 651702;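 active means inhibition above about 55%, limit read from the data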
CaV13 FRET inh = Disruptors of the CACNA1D IQ motif to Ca2+-dependent inactivation inhibitor domain association, primary screening, Förster resonance energy transfer in intact living …. HEK cells, CFP/YFP FRET ICDI-IQ, plate reader, 10 min; percent FRET-ratio fall versus neutral wells. actives 0.098% (n = 340,000). inhibition, % at 12.3 µM;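 active means mean replicate inhibition of at least 30% and at least 1% of replicates passing that level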;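 further: 0% = median of the neutral control wells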
m5-HT2A agonist = agonists of mouse serotonin 5-HT2A receptor (HTR2A); P35363; CHO-K1 mHTR2A beta-arrestin complementation, luminescence; percent of 30 µM serotonin response; activation, % at 7.6 µM; actives 0.66% (n = 360,000);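 active means activation above a run cutoff, the mean activation of all tested compounds plus 3 SD, cut at about 14% in these data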;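 further: 0% = plate median of compound wells and 100% = 30 µM serotonin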
Vif imaging = HIV Vif inhibition. HEK293T cells, Vif self-association by quenched fluorescence, imaging, 24 h. inhibition, % at 7.49 µM. actives 0.35% (n = 340,000). AID 602346; in the data active means inhibition above about 50%, passing the limit was not always enough; further: some results filed as inactive read as strong as hits
ABCB6 inh MLPCN = blocks the human ABCB6 transporter; Q9NP58; K562-ABCB6 porphyrin accumulation, flow cytometry, 1 h; stronger effect = lower value; fluorescence ratio to DMSO, % at 10 µM; actives 0.19% (n = 360,000); AID 602162;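 active means fluorescence ratio to DMSO below 75%, the collection mean minus 3 SD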;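 further: signal is porphyrin accumulated inside mitochondria; 100% equals median channel fluorescence of DMSO control wells; lower ratio means ABCB6 inhibition with less porphyrin fluorescence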
Target sequence (Q9NP58 whole entry, looked up): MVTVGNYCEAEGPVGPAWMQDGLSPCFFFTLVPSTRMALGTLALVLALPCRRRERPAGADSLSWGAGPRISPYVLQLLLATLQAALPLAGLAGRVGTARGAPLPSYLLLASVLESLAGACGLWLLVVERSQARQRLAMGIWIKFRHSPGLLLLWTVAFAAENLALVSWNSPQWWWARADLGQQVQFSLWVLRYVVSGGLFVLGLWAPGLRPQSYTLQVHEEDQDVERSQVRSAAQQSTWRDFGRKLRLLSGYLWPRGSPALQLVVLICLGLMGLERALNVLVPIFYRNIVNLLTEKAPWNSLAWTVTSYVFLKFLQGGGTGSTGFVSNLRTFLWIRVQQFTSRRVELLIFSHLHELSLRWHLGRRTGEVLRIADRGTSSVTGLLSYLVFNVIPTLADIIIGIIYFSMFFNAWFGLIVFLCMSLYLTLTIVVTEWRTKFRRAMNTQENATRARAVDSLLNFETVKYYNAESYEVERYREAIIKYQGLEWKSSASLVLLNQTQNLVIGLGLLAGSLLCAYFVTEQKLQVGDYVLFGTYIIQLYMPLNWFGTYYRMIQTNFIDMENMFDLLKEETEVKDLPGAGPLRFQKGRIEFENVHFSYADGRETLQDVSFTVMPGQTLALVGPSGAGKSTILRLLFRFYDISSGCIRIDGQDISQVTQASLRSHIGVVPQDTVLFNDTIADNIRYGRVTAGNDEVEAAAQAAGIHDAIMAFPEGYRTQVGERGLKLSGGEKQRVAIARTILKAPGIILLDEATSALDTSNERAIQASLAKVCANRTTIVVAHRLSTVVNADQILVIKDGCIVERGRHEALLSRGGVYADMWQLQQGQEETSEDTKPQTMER
PDI inh = blocks human protein disulfide isomerase activity; AID 588391; P07237; inhibition, % at 10 µM; PDI insulin aggregation turbidity, A650, 90 min; actives 0.052% (n = 350,000);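 active means mean inhibition across replicates of 30% or more, whatever share of single replicates reach that level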;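 further: absorbance from insulin aggregation driven by PDI reduction with DTT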
Cardio protect = modulators protecting cardiomyocytes from myocardial damage | H9c2 cardiomyocytes, H2O2 injury protection, ATPLite, 2 h | protection from H2O2 cell death, % at 20 µM | actives 0.63% (n = 360,000);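 active means compounds giving at least 50% protection of heart cells from peroxide-induced death in the single-dose screen, raw or plate-pattern-corrected value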;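 further: 0% = DMSO wells with peroxide and 100% = DMSO wells without peroxide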
aDG glyco up = alpha-DG glycosylation activation; AID 624168; Pro5-aDG cells, alpha-DG glycosylation AlphaScreen (IIH6); 0% Pro5, 100% B10-LARGE cell signal; activation, % at 10 µM; actives 0.22% (n = 360,000);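 active means activation of at least 8% versus controls, or a plate z-score of at least 8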;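 further: Pro5 are CHO cells carrying HIG-tagged alpha-DG that lacks glycosylation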
* marks the source's active call; other numbers are inactive results; . = no result given. Compounds were not picked by outcome; 3.1% or so of the library scored in one or more.

SMILES,Glyco luc inh,iPSC survival up,Exocytosis inh,CaV13 FRET inh,m5-HT2A agonist,Vif imaging,ABCB6 inh MLPCN,PDI inh,Cardio protect,aDG glyco up
O=C(CSc1nnc(CNC(=O)c2cccc(C(F)(F)F)c2)o1)NCC1CCCO1 (stereo unspecified),1,2.7,2,.,-2,2,102,11,7,-0.2
OC(CCCN1CCC(O)(c2ccc(Cl)cc2)CC1)c1ccc(F)cc1 (stereo unspecified),0,-1.7,-4,-6,-5,-6,91,3,16,-0.1
Clc1cccc(N/N=C/c2ccncc2)c1,-4,2.1,-1,-3,-1,-3,92,1,-8,0.4
NC(=O)c1c(N)sc2c1CCCC2,2,1.7,-9,-10,1,-6,95,-1,-1,-0.1
CCCn1cc(C(CC(=O)O)C(=O)O)c2ccccc21 (stereo unspecified),0,0.9,0,-10,4,12,106,19,0,-0.2
Cc1ccc(OCC(=O)NNC(=O)C2CCN(c3ncnc4sc(C)c(C)c34)CC2)cc1,-2,-0.2,2,-6,6,-2,95,-3,-7,-0.3
COc1ccc(C2=CSC3=NNC4(CCCCC4)NN23)cc1,1,0.7,0,-1,4,2,106,5,-3,0.0
CC(=O)N1CCC(C(=O)c2ccc(Cl)cc2)CC1,0,1.4,4,-6,2,15,107,-3,0,-0.1
O=C(CSc1ccc(-c2ccc(Br)cc2)nn1)NCC1CCCO1 (stereo unspecified),.,-0.4,6,-6,-3,.,98,-7,-8,0.0
CC(=O)Nc1ccc(-c2ccnc3c2CC(C(=O)Nc2ccc(Cl)c(C(F)(F)F)c2)O3)cc1 (stereo unspecified),-6,-0.4,-6,-5,-3,0,85,16,0,0.5
O=c1[nH]cnc2c1sc1nc(-c3ccccc3)c3c(c12)CCCC3,1,0.2,4,-3,1,-3,84,-4,1,0.1
N#Cc1ccc(OCC(=O)OCC(=O)c2ccccc2)cc1,1,-2.0,-1,-6,6,27,101,-4,7,0.1
Cc1[nH]c2ccccc2c1CCN(Cc1cccs1)C(=S)NC(C)(C)C,-3,-0.5,0,-6,24*,1,95,-3,-5,-0.1
Fc1ccc(Cn2nnnc2C(c2cccs2)N2CCN(C3CCCCC3)CC2)cc1 (stereo unspecified),-6,-0.7,4,-2,1,13,91,3,9,-0.8
COc1ccccc1N(CC(=O)NC1CCCCC1)S(=O)(=O)c1cccs1,-2,-0.2,1,9,-2,8,95,1,-2,-0.1

The final 2 records of the section above open the next one:
SMILES,Glyco luc inh,iPSC survival up,Exocytosis inh,CaV13 FRET inh,m5-HT2A agonist,Vif imaging,ABCB6 inh MLPCN,PDI inh,Cardio protect,aDG glyco up
Fc1ccc(Cn2nnnc2C(c2cccs2)N2CCN(C3CCCCC3)CC2)cc1 (stereo unspecified),-6,-0.7,4,-2,1,13,91,3,9,-0.8
COc1ccccc1N(CC(=O)NC1CCCCC1)S(=O)(=O)c1cccs1,-2,-0.2,1,9,-2,8,95,1,-2,-0.1
COc1ccc(CCn2c(SCC(=O)Nc3cc(C)on3)nc3ccccc3c2=O)cc1OC,-1,7.0,-1,-4,4,0,99,-1,-6,0.1
Cc1ccc(C)c(S(=O)(=O)N2CCN(C(=O)Cn3c(=O)cnc4ccccc43)CC2)c1,1,-0.4,-1,-7,-1,1,97,4,-3,0.1
CCn1c(=O)n(CC)c2cc(S(=O)(=O)N3CCC(c4ccccc4)CC3)ccc21,0,0.0,-4,.,-6,-10,99,1,-15,0.2
CCN(CC)C(=O)c1[nH]cnc1C(=O)Nc1ccc(C)cc1,3,-0.5,11,-12,-7,-3,95,-3,0,0.1
CC(C)OCC(O)Cn1c(N2CCCC2)nc2c1c(=O)n(C)c(=O)n2C (stereo unspecified),1,-0.7,-2,6,1,8,99,-7,-1,0.0
O=C(CSc1nnc(-c2ccccc2O)o1)NC1CCCCC1,3,-0.6,8,-3,3,-6,99,8,-2,-0.1
CC(=O)Nc1cccc(N2C(=O)CC(N3CCC(C(=O)N4CCCCC4)CC3)C2=O)c1 (stereo unspecified),0,-3.0,0,-2,5,11,96,-8,8,0.4
Nc1ccc2nc(-c3cc(Cl)c(N)c(Cl)c3)[nH]c2c1,13,-5.5,0,-4,-9,12,93,8,32,0.2
CCOn1c(-n2nc(C)cc2C)nc2ccccc2c1=O,0,-2.0,1,-6,3,0,91,5,0,-0.2
COC(=O)c1ccc(-c2ccc(C(c3c(C)[nH][nH]c3=O)c3c(C)[nH][nH]c3=O)o2)cc1,4,-0.6,0,-4,3,13,107,1,-12,0.1
COc1cc(C(C(=O)NC(C)(C)C)N(C(=O)CNC(=O)c2cccs2)c2ccc(C(C)C)cc2)cc(OC)c1OC (stereo unspecified),-1,-0.8,2,-8,-4,4,102,-2,-6,1.1
CCOc1ccccc1NC(=O)[C@@H](NC(=O)c1cccc(S(=O)(=O)N2CCOCC2)c1)C(C)C,0,0.0,-2,-4,3,8,94,3,0,-0.3
Cc1ccc(NC(=O)CC2C(=O)OCC3CCCCN32)cc1Cl (stereo unspecified),-1,-3.2,-1,-7,-1,-4,98,-2,-9,-0.1
CC(C)[C@H](NC(=O)[C@@H]1CSC2c3ccccc3C(=O)N21)C(=O)NC1CCCCC1 (stereo partly specified),-1,0.1,-14,-17,5,22,100,-4,2,0.2
CC(NC(=O)c1ccc(F)cc1)C(=O)NC1=NCCS1 (stereo unspecified),2,4.5,-1,-2,3,9,105,-1,3,-0.1
CCC1CCc2c(sc(NC(C)=O)c2C#N)C1 (stereo unspecified),1,4.3,-3,-9,7,-6,94,0,-3,-0.3
Cc1cccc(C)c1NC(=O)CNC(=O)C1CC(=O)N(Cc2ccccc2)C1 (stereo unspecified),-2,-0.3,0,-1,1,17,99,27,0,0.0
COc1ccc(NS(=O)(=O)c2ccc(-c3cnc(C4CC4)o3)cc2)cc1OC,2,0.2,9,-5,0,-19,106,2,-11,2.0
CC(=O)C1=C(C)OC(N)=C(C#N)C1c1ccncc1 (stereo unspecified),1,7.6,0,-1,-4,20,112,1,7,0.1
CCCC[C@@H]1C[C@H]1[C@@H](NC(=O)c1ccco1)c1ccc(Cl)cc1,-5,-1.0,-6,-3,-1,-1,92,-4,-18,0.8
Cc1csc2ncnc(NC3CCN(Cc4ccccc4)CC3)c12,-4,0.2,18,0,-3,-28,93,-1,-14,0.5
CN1/C(=C/C(=S)NC(=O)C2(C)CC2(Cl)Cl)C(C)(C)c2ccccc21 (stereo unspecified),-4,0.3,1,-5,-6,-4,250,-4,-27,1.9
CC(=O)c1ccccc1NC(=O)c1cc(S(=O)(=O)N2CCOCC2)ccc1N1CCCC1,5,-0.5,3,-5,-2,14,102,6,5,-0.3
COc1ccc(/C(N)=N/OC(=O)COc2ccccc2Cl)cc1,2,-0.6,4,-19,-1,0,101,6,-6,0.0
COCCNC(=S)N/N=C/c1ccccc1C(=O)O,2,-0.7,0,-2,4,19,106,-14,5,0.1
C/C(CC(=O)NCc1ccco1)=N\NC(=O)Cc1ccc(-c2ccccc2)cc1,-2,1.4,0,-5,-2,-7,98,-9,2,0.0
CC(=O)c1cc(Cc2csc(C(C)=O)c2)cs1,5,3.2,2,-10,7,0,98,2,2,-0.1
COc1cccc(C(=O)N=c2sc3cc(S(C)(=O)=O)ccc3n2C)c1,-1,-0.7,-1,-7,-1,-2,101,0,11,-0.5
Cc1ccc(N(Cc2cc(=O)[nH]c3ccccc23)C(=O)CCl)c(C)c1,-11,1.0,-17,-4,3,-6,101,-7,7,0.2
CCN(CC)CCNC(=O)/C(=N\O)c1ccccn1,2,1.3,5,2,2,-4,101,6,-1,-0.4
CC1CC=C2C(C#N)=C(N)C(C#N)(C#N)C(c3cccs3)C2C1 (stereo unspecified),3,6.9,3,.,0,27,104,5,6,0.2
CC(C)CCNC(=O)C1CC(c2ccccc2[N+](=O)[O-])=NO1 (stereo unspecified),-1,0.8,-2,-5,12,-3,99,-6,7,0.0
CCC(=O)NC(Nc1ncc(C)s1)(C(=O)OC)C(F)(F)F (stereo unspecified),1,3.7,-2,-5,-4,3,95,-16,14,0.0
Cc1c(NCc2cc(Cl)cc(Cl)c2O)c(=O)n(-c2ccccc2)n1C,-2,9.3,2,-6,-2,27,100,3,2,0.1
Clc1ccc2c(N3CCCC3)ccnc2c1,.,0.8,-1,-4,-2,.,85,0,-18,1.1
O=C(CCCn1c(=S)[nH]c2ccsc2c1=O)Nc1ccc(F)cc1,8,-1.1,28,21,8,-2,80,0,-2,-0.2
COC(=O)[C@H](C)NC(=O)Nc1ccccc1F,2,-0.6,10,-9,0,-3,99,11,-2,-0.1
COC(=O)c1cc(=O)nc2sc(-c3cccs3)nn12,2,0.2,0,-6,-2,4,110,0,5,0.0
COc1ccc(C(Nc2ccc(S(=O)(=O)N3CCOCC3)cc2)C(=O)NCCC(C)C)cc1OC (stereo unspecified),2,-0.2,0,-8,4,50,98,-2,-2,-0.2
O=C(Nc1ccc2c(c1)nc1n2CCOC1)C1CCCCC1,-1,-0.7,-1,-6,-2,10,100,0,-1,-0.1
O=C(CSc1nnc(CNC(=O)c2c(F)cccc2Cl)o1)Nc1ccc2c(c1)OCO2,-1,-0.5,10,-7,-1,-5,101,7,11,1.0
CCOC(=O)c1cccc(-n2c(C)nc3ccccc3c2=O)c1,1,-3.8,0,-3,-3,-6,89,-1,-2,0.0
Cc1noc(C)c1-c1ccc2ncnc(NCC3CCCCN3C)c2c1 (stereo unspecified),16,-0.4,-3,-4,6,19,101,2,2,-0.5
CCN(CC)c1ccc(S(=O)(=O)N2CCOCC2)cc1NC(=O)CN1C(=O)NC2(CCCC2)C1=O,1,0.4,-1,-4,-5,.,101,9,-2,-0.3
COc1cc(NS(=O)(=O)c2ccc(C)cc2)c2ncccc2c1,-16,0.4,1,-9,-2,6,99,6,24,-0.4
Cc1ccc2cccc(S(=O)(=O)Nc3c(C)n(C)n(-c4ccccc4)c3=O)c2n1,-1,0.8,1,-6,1,-1,108,0,2,-0.1
N=c1c(C(=O)NC2CCCCC2)cc2c(=O)n3ccccc3nc2n1Cc1ccco1,0,-0.8,18,0,0,27,97,-24,15,0.5
Cc1ccc(Cc2cnc(NC(=O)C3CCCO3)s2)cc1 (stereo unspecified),-8,-1.1,1,-2,0,-7,97,13,-12,1.8
Cc1nc(SCc2ccccc2)c([N+](=O)[O-])[nH]1,1,1.0,-1,-3,-3,-5,80,1,-1,-0.2
C=CCn1c(SCc2cccc(OC)c2)nnc1-c1ccncc1,0,-0.1,13,-19,6,8,104,-5,-3,0.2
CCCc1cc(=O)[nH]c(SCC(=O)N2CCC(C)CC2)n1,0,-0.1,5,.,5,0,103,-9,8,0.0
CCN1C(=O)[C@H]2[C@H]3CN=C(SCc4ccc(OC)cc4)N3[C@@](CC)(C(=O)OC)[C@H]2C1=O,1,3.7,-9,-5,4,6,95,1,-1,0.2
